D2 agonist: HTS Assay for Allosteric Agonists of the Human D2 Dopamine Receptor: Primary Screen for Agonists; D(2) dopamine receptor (Homo sapiens), P14416; activation, % at 2 µM; HEK293 T-REx D2 cells, calcium flux agonist mode; actives 0.53% (n = 340,000);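 active = activation over 3 SD above normal in the single-dose calcium agonist read, cut at about 30% in these data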; also: 0% is about no effect
Target sequence (P14416 whole entry, looked up): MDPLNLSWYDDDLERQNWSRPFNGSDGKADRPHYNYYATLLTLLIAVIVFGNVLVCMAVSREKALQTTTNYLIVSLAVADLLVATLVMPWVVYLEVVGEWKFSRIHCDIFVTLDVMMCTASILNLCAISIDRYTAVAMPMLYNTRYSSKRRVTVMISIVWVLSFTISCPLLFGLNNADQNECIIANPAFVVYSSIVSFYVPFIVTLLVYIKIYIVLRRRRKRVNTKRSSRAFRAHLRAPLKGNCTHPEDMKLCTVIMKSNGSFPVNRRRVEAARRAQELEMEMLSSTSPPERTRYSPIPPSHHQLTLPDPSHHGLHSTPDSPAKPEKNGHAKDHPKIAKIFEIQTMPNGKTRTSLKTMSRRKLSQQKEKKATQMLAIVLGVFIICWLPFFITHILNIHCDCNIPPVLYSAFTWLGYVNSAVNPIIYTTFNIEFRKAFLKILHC
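Calcium-flux readout, 1 cycle/sec over 180 s following compound pin transfer, in inducible HEK293 Trex D2 cells (force-coupled); dopamine controls included. Positive calcium responses during this window marked compounds as potential agonists.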
Glioma ERSR ind: qHTS for Inducers of the Endoplasmic Reticulum Stress Response (ERSR) in Human Glioma: qHTS | U87-MG GRP78 promoter luciferase reporter, 16 h | Potency, µM, for inactives: at the top dose activation, actives largely listed as activators | actives 0.02% (n = 420,000); also: potency is read from the fitted curve at half-maximal effect; series mostly up to about 76 µM; % of control where 0% means no effect; nearly all actives have a fitted effect of over 35% in size
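Stably transfected U87-MG glioma cells carrying a GRP78-based luciferase sensor; 16 h compound incubation. Luminescence end-point read 10 min after Bright-Glo addition at room temperature.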
Vif-A3F inh: qHTS for Inhibitors of Vif-A3F Interactions: qHTS; HeLa A3F-eYFP + Vif (tagged APOBEC3F with the HIV-1 protein that degrades it), YFP fluorescence increase; Potency, µM (top dose mostly 46.1 µM), for the others: at the highest dose activity, negative = active; actives 0.2% (n = 390,000); also: potency is read from the fitted curve at half-maximal effect; % of control where 0% means no effect; nearly all actives have a fitted effect of over 65% in size
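Fluorescence increase (Ex 488/Em 500-530) after overnight compound treatment at 37 deg C flags inhibition of Vif-driven A3F-eYFP loss in stable HeLa A3F-eYFP/Vif cells seeded overnight beforehand.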
LDHA block: qHTS assay for inhibitors of human lactate dehydrogenase | activity change, % (values are at about 110 or 230 µM) | AID 1347041, 2019 | purified LDHA, NADH/diaphorase-resazurin fluorescence; stronger effect = lower value | L-lactate dehydrogenase A chain (Homo sapiens), P00338 | actives 0.15% (n = 480,000); in the data active = activity change below about -30%; inconclusive = mostly about -25% to -30%;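 also: plate controls were DMSO wells for no effect and wells without enzyme for full effect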
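Remaining NADH was detected by diaphorase (0.133 mg/mL) converting 37 µM resazurin to fluorescent resorufin, read at 0 and 20 minutes. The preceding 5-minute room-temperature reaction used 2 nM LDHA, 0.2 mM sodium pyruvate and 0.06 mM NADH at pH 7.4.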
Vif-APOBEC3G blk: qHTS for Inhibitors of Vif-A3G Interactions: qHTS; actives 0.076% (n = 410,000); Potency, µM (top dose mostly 46.1 µM), for the others: at the highest dose activity, negative = active, most hits filed as inhibitors; DNA dC->dU-editing enzyme APOBEC-3G (Homo sapiens), Q9HC16; AID 602310, 2012; HeLa A3G-eYFP + Vif (tagged APOBEC3G with the HIV-1 protein that degrades it), YFP fluorescence, overnight;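 also: potency is read from the fitted curve at half-maximal effect; % is scaled to controls: 0 for no effect and ±100 for the full control effect; nearly all actives have a fitted effect of over 60% in size; hits raise eYFP signal because A3G escapes Vif-driven loss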
Target sequence (Q9HC16 whole entry, looked up): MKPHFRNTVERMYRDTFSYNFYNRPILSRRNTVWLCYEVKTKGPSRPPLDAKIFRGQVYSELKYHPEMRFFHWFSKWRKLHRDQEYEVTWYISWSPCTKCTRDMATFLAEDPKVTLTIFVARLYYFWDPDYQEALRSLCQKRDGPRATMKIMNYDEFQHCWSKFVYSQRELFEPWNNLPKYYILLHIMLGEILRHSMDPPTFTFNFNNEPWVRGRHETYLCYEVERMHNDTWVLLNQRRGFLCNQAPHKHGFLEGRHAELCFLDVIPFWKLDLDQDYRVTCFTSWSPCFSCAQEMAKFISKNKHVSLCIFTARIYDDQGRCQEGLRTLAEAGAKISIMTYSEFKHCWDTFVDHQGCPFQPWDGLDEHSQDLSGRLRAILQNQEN
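HeLa cells stably expressing Vif and C-terminally eYFP-tagged A3G, seeded overnight at 37 deg C, then exposed to compound by pintool overnight at 37 deg C. Rise in yellow fluorescence (Ex 488/Em 500-530, Acumen) marks blocked Vif-driven A3G degradation.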
12-LOX inh: Primary qHTS assay for inhibitors of human arachidonate 12S-lipoxygenase (ALOX12): Round 2; Polyunsaturated fatty acid lipoxygenase ALOX12 (Homo sapiens), P18054; purified 12hLO, xylenol orange hydroperoxide absorbance; Potency, µM (top dose mostly 108 µM), inactives show top-dose activity change, negative = inhibition, most hits filed as inhibitors; actives 1.1% (n = 580,000); AID 1671190, 2021; also: potency is read from the fitted curve at half-maximal effect; % is scaled to controls: 0 for no effect and ±100 for the full control effect
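Purified human 12hLO (150 nM final) in 25 mM Hepes, 0.01% Triton X-100, pH 7.0 was preincubated 15 min at room temperature with compound. Then 40 uM arachidonic acid was added, 30 min. Hydroperoxide was read by Fe-XO absorbance ratio 573/405 nm.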
RGS4 inh: Inhibitors of Regulator of G Protein Signaling (RGS) 4: qHTS | Regulator of G-protein signaling 4 (Homo sapiens), P49798 | Transcreener GDP fluorescence polarization, RGS4-accelerated GTP hydrolysis | Potency, µM (doses to about 114 µM), for inactives: top-dose activity change, negative = inhibition, most hits filed as inhibitors | actives 0.039% (n = 390,000); also: potency is read from the fitted curve at half-maximal effect; % is scaled to controls: 0 for no effect and ±100 for the full control effect; nearly all actives have a fitted effect of over 75% in size; some results filed as inactive show a strong effect at the top dose
Target sequence (P49798 whole entry, looked up): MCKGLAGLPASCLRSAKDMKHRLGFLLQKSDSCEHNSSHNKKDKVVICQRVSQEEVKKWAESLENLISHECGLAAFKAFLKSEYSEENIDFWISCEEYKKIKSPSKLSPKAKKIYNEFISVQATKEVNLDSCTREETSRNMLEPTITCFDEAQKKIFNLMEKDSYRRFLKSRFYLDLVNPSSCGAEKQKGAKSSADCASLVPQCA
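MLSMR compounds (23 nl, pin-transferred) preincubated 10 min at room temperature with a 500nM (2x) first reagent, then RGS4 at 900nM (2x) plus Transcreener GDP mix added; fluorescence polarization (620/688 nm) read before and after 90 min at 30 °C.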
D2 antag: HTS Assay for Allosteric Antagonists of the Human D2 Dopamine Receptor: Primary Screen for Antagonists. HEK293 TREx D2 cells, calcium flux, dopamine EC80. actives 2% (n = 340,000). D(2) dopamine receptor (Homo sapiens), P14416. inhibition, % at 10 µM; in the data active = inhibition above about 30%; also: 0% is about no effect
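Calcium flux kinetic readout in an inducible HEK293 TREx D2 line plated overnight at 30 C. After 180 s compound exposure, an EC80 dopamine challenge follows with another 180 s kinetic read to detect antagonism.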
ERG Ets-DNA blk: qHTS for Small Molecule Inhibitors of the ERG Ets/DNA interaction | Transcriptional regulator ERG (Homo sapiens), P11308 | actives 0.028% (n = 370,000) | Potency, µM (titrated, usually from 76.9 µM), for the others: at the top dose FP activity, negative = inhibition, hits mostly inhibitors | fluorescence polarization, His-ERG Ets domain / labelled DNA; active = well fitted inhibition curve with a large enough effect in the polarisation, with a control signal flat; inconclusive = small, poorly fitted or top-dose-only effect, or effect the other way, or a change in a side signal; inactive = no such curve, though single readings can be large or run the other way; the % refers to the polarisation;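 also: polarization taken with two DNA probes labelled with fluorescein and Texas red; potency is read from the fitted curve at half-maximal effect; % of control where 0% means no effect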
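His-tagged ERG Ets domain (1 uM in the protein solution; 300mM KCl, 50mM Tris-HCl, 1mM EDTA, 1mM DTT, pH 7.5) received compound, then a probe mix of 5 nM fluorescein-DNA and 100nM Texas-615-DNA. Fluorescence polarization was read for both dyes.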
Numbers without * were called inactive; ? = inconclusive; . = not tested or not shown; & = joins results of further samples; [ ] = another dose, or the depositor's remark. Unless noted, calls follow the shape of the dose curve; as a rule, active = well fitted curve in the direction sought with a large enough effect; inconclusive = small, poorly fitted or top-dose-only effect, or another doubt; inactive = no such curve, though single readings can be large; an effect the other way counts as inactive or inconclusive.

compound | D2 agonist | Glioma ERSR ind | Vif-A3F inh | LDHA block | Vif-APOBEC3G blk | 12-LOX inh | RGS4 inh | D2 antag | ERG Ets-DNA blk
COc1ccccc1OCC(=O)Nc1nc(-c2ccc(Br)cc2)ns1 | -0.9 | -4% | 0% | -4 | -9% | ? | -10% | . | 0%
C/C(=N\Nc1ccc([N+](=O)[O-])cc1[N+](=O)[O-])C(C)(C)C(C(=O)O)C(=O)O | 0.9 | -5% | -2% | -4 | -1% | ? | -9% | -14 | 3%
CCOC(=O)C1=C(N)OC2=C(C(=O)CCC2)C1c1ccc2c(c1)OCO2 (centres undefined) | . | 7% | 2% | -5 | -3% | ? | 10% | . | 3%
COc1cccc(C2CC(C(F)(F)F)n3ncc(C(=O)NCc4ccco4)c3N2)c1 (centres undefined) | -0.4 | 0% | -9% | -6 | 1% | 40%[activator] | -3% | -16 | 6%
COc1ccc(NC(=O)CSc2nnc(-c3cccs3)n2N)c(OC)c1 | 0.4 | -2% | 6% | 2 | 2% | -16% | -12% | -16 | 4%
COCCn1cnnc1SCC(=O)c1ccc(S(=O)(=O)N2CCCC2)cc1 | -0.8 | -2% | . | -1 | -3% | ? | ? | -4 | -2%
O=C(Nc1ccc(S(=O)(=O)Nc2ncccn2)cc1)c1cccc(S(=O)(=O)N2CCOCC2)c1 | 2.0 | -6% | -23% | -4 | 2% | 10% | -6% | -15 | 12%
C#CCOC(=O)C[N+](C)(C)CC=C | 0.1 | -6% | -10% | -4 | -5% | ? | -24% | 5 | -10%

Some entries already given, showing only ERG Ets-DNA blk:
Compound | ERG Ets-DNA blk
C#CCOC(=O)C[N+](C)(C)CC=C | -10%
CCOC(=O)C1=C(N)OC2=C(C(=O)CCC2)C1c1ccc2c(c1)OCO2 (centres undefined) | 3%

(further entries)
compound | D2 agonist | Glioma ERSR ind | Vif-A3F inh | LDHA block | Vif-APOBEC3G blk | 12-LOX inh | RGS4 inh | D2 antag | ERG Ets-DNA blk
Cc1nnsc1-c1nc2ccccc2[nH]1 | 0.1 | -1% | -1% | -6 | 0% | 5% | 2% | -8 | -3%
CN1CCN(S(=O)(=O)c2ccc3c(c2)OCCO3)CC1 | 0.6 | 0% | 2% | -1 | 3% | 26% | -21% | -21 | 0%
COCc1cc(=O)[nH]c(SCCS(=O)(=O)c2ccc(Cl)cc2Cl)n1 | 0.3 | -5% | 0% | -2 | -27% | -97% | -21% | -13 | 13%
CCOc1cc(/C=C(\C#N)C(=O)Nc2ccc(S(N)(=O)=O)cc2)ccc1OCCN1CCOCC1 | 1.3 | -4% | 3% | -7 | -1% | 2% | -11% | -1 | -2%
CC(=O)Nc1ccc(NC(=O)C(C)O/N=C/c2cccc([N+](=O)[O-])c2)cc1 (centres undefined) | -0.6 | -3% | 2% | -3 | 1% | 0% | -29% | -14 | 3%
CCC(=NC)C1=C(O)CC(c2ccccc2)CC1=O (centres undefined) | -1.0 | 1% | -4% | 3 | 0% | -75% | -29% | 6 | 4%
CC(=O)c1ccc(N2C(=O)N(Cc3ccc(F)cc3)c3ccccc3S2(=O)=O)cc1 | 0.3 | 7% | -1% | -3 | 4% | 0% | 19% | . | 0%
CC(O)CNc1nc2c(c(=O)n(C)c(=O)n2C)n1Cc1cccc(Br)c1 (centres undefined) | -0.3 | -3% | -6% | -3&-1 | -5% | 0%&-22% | 18% | 3 | .
CC1=C(c2ccc(C)c(C)c2)S(=O)(=O)N=C1N1CCC(C(=O)NC(C)c2ccccc2)CC1 (centres undefined) | . | . | . | -10 | . | -17% | -6% | . | -2%
c1ccc2c(c1)Sc1ccccc1-n1cnnc1-2 | 0.4 | -5% | -2% | -4 | 8% | -14% | 1%[11.4 µM] | 6 | 0%
CC(C)CN1C(=S)SC(C)(C)C1n1oc(=O)n(-c2ccc(Cl)cc2)c1=O (centres undefined) | . | -3% | -14% | 5 | 2% | . | 4% | . | 0%
c1ccc2c(c1)nc(N1CCCCCC1)c1ccccc12 | -0.4 | -3% | 1% | -21 | -3% | ? | -5% | -2 | 4%
Cc1nc2c(ccc3c([N+](=O)[O-])cccc32)c(C)c1C | -0.1 | -1% | -2% | 4 | 6% | -3% | 5% | -10 | -1%
Cc1ccccc1CC(=O)NC1CCCCCC1 | -0.9 | -3% | -3% | 0 | 3% | -28% | -35% | 11 | 8%
COCCNC(=O)CN(C(=O)CCC(=O)Nc1nccs1)c1ccc2c(c1)OCO2 | -0.4 | 0% | 1% | -2 | -6% | -12% | -20% | -7 | -4%
COc1cc(C(=O)N2CCN(c3cccc(C)c3C)CC2)cc(OC)c1OC | -0.3 | -3% | -5% | -3 | ? | 301%[activator] | -2% | 3 | 2%
Cc1ccc(OCc2n[nH]c(=S)n2N)cc1C | -0.5 | -4% | -26% | -7 | 0% | ? | -4% | 4 | 12%
N#CC1=C(N)Oc2nc[nH]c(=O)c2C1c1cccs1 (centres undefined) | 0.3 | 3% | 7% | -4 | 0% | 0% | 7% | 10 | -14%
O=C(CC1CCC1)NC(c1ccccc1)c1ccccc1 | 0.0 | 0% | -21% | -4 | 4% | 0% | 6% | 16 | -27%
Cc1ccc(S(=O)(=O)C(CNC(=O)c2ccc(F)c(F)c2)c2ccco2)cc1 (centres undefined) | 0.9 | -2% | -2% | 2 | 4% | 0% | -29% | . | -1%
COc1ccc(N=C(C)C2=C(O)COC2=O)cc1 | 0.9 | 1% | -2% | -2 | -1% | 5% | -39% | 1 | 5%
CC(=O)Nc1ccc(OCC(O)CN2CCN(S(=O)(=O)c3ccc(NC(C)=O)cc3)CC2)cc1 (centres undefined) | -0.9 | -2% | -4% | 2 | 0% | -5% | -17% | 12 | 3%
O=C1[C@H]2[C@H](C=CC[C@H]2C(=O)N2CCN(c3ccccc3)CC2)CCN1Cc1ccc(Cl)c(Cl)c1 | . | -6%&-4% | -2% | 0 | 1%&-9% | ? | 21% | . | -1%
CCOC(=O)c1cc(-c2ccccc2)n(CC(=O)NC(C)c2ccccc2)c1C (centres undefined) | 0.5 | -3% | -6% | -5 | -3% | -21% | 7% | . | -1%
c1cncc(-c2nnc(SCc3nc4ccccc4[nH]3)o2)c1 | 1.0 | -3% | -5% | -6 | 3% | 109%[activator] | -3% | 7 | 11%
COc1ccc(C(=O)NNC2CC(=O)N(Cc3ccccc3)C2=O)cc1OC (centres undefined) | 0.0 | -3% | -22% | -6 | -7% | -9% | -53% | 17 | 15%
COCCNc1ccc([N+](=O)[O-])cc1C(=O)NC1CCCc2ccccc21 (centres undefined) | -0.8 | 1% | -5% | 0 | -9% | -2% | 13% | 0 | 1%
COc1ccc(C)cc1NC(=O)C1CCN(S(=O)(=O)c2ccc3c(c2)CCCN3C(C)=O)CC1 | -0.2 | -2% | 0% | 5 | -1% | -17% | -1% | . | 1%
COc1ccc(NC(=O)C2=NNC(=O)CC2)cc1S(=O)(=O)N1CCCCC1 | . | -5% | -8% | -1 | 0% | -6% | -52%[56.9 µM] | . | 10%
COc1ccc(C2/C=C\CN(C(=O)CC(C)(C)C)CC(=O)N2Cc2ccc(F)cc2)cc1 (centres undefined) | 0.1 | -4%&-2% | -5% | 0 | 5%&4% | 12% | 7%&-4% | -13 | 0%
CCCCC(=O)Nc1cc(N(C)C)nc2ccccc12 | -1.3 | -2% | -4% | -1 | 0% | -5% | 17% | 13 | -5%
Cc1nn(CCCC(=O)Nc2c(F)cc(F)cc2Br)c(C)c1[N+](=O)[O-] | -1.0 | 0% | 2% | -11 | 4% | -6% | 0% | 0 | -7%
Cc1cc(Cl)ccc1OCC(=O)NN1C(=O)C2C3C=CC(C3)C2C1=O (centres undefined) | 0.0 | -4% | 5% | -7 | 2% | 7% | 8% | -13 | -7%
Cc1ccc(-c2nc3ccccc3c(=O)n2CCN2CCOCC2)cc1 | -0.2 | -1% | 5% | -5&6 | -1% | ? | 37% | 5 | -2%
CSc1cccc(NC(=O)/C=C/c2cccc(Cl)c2)c1 | 0.0 | 1% | 3% | -2 | 1% | -19% | -7% | -24 | 9%
CC(=O)OCC(=O)[C@@]1(O)CC[C@H]2[C@@H]3CCC4=CC(=O)CC[C@]4(C)[C@H]3C(=O)C[C@@]21C | -2.7 | -5%&0%&-4% | 2% | -4 | 0% | -7% | 2%[56.9 µM] | -11 | 12%
COc1ccc(C2=C(C)C(=NCc3ccc(OC(C)C)cc3)NS2(=O)=O)cc1 | 2.8 | -1% | -3% | -1 | 3% | 0% | 24% | . | 2%

Screening results (PubChem)

The list is partial. The share of hits here may be higher or lower than overall.
